High-throughput results: PubChem, Sanford-Burnham Center for Chemical Genomics
UBC13 polyUb: UBC13 polyubiquitin chain formation inhibitors, primary screen, biochemical, TR-FRET, uHTS. Ubiquitin-conjugating enzyme E2 N (Homo sapiens), P61088. AID 485273, 2010. 330,000 tested, 0.47% active. inhibition, % at 20 µM; in the data active means inhibition above about 45%, passing the limit was not always enough
Target sequence (P61088 whole entry, looked up): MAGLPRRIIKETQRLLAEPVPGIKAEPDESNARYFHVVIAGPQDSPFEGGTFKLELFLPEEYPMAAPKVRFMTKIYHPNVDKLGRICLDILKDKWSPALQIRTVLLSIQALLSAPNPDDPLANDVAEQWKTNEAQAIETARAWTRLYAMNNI
SENP8 block: SENP8 protease inhibitors, primary screen, biochemical, luminescence | Sentrin-specific protease 8 (Homo sapiens), Q96LD8 | purified SENP8, Z-RLRGG-aminoluciferin cleavage | inhibition, % at 10 µM | 330,000 tested, 1.2% active
Target sequence (Q96LD8 whole entry, looked up): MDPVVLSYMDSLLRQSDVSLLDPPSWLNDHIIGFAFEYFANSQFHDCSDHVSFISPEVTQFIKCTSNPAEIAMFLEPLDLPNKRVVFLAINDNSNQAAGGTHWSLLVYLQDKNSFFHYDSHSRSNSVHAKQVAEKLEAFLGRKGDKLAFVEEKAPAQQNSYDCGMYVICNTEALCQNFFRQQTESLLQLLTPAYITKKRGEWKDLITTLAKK
CCR6 antag: CCR6 receptor antagonists, primary screen, cell-based, CHO-K1, luminescence, beta-arrestin, uHTS. 340,000 tested, 0.49% active. inhibition, % at 20 µM. CHO-K1 CCR6 PathHunter beta-arrestin, CCL20-stimulated. C-C chemokine receptor type 6 (Homo sapiens), P51684;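 active means compounds whose inhibition of the agonist-driven luminescence signal at 20 µM reaches about 50%, limit read from the data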;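 further: cells stimulated with CCL20 at 14 nM final; plate controls were DMSO with CCL20 for no effect and DMSO without agonist for full effect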
Jurkat NFkB inh: inhibitors of induced NF-kB luciferase reporter, primary screen, TCR NF-kB activation inhibitor project, cell-based, luminescence, uHTS; Jurkat, PMA/ionomycin-induced NF-kB luciferase reporter; inhibition, % at 4 µM; 330,000 tested, 0.53% active; AID 435003, 2010
Gli-Sufu antag: Gli-Sufu pathway antagonists, primary screen, luciferase luminescence, Sufu-KO-LIGHT cells, uHTS | Sufu-KO-LIGHT fibroblasts, Gli luciferase reporter luminescence | 340,000 tested, 0.74% active | inhibition, % at 5 µM;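 active means inhibition above about 55%, limit read from the data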;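 further: 0% = DMSO-treated cells and 100% = wells with medium but no cells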
697 NFkB inh: inhibitors of PMA/ionomycin-induced NF-kB reporter, 697 cells, primary screen, B-cell NF-kB inhibitor project, cell-based, luminescence, uHTS | 697 B-cell NF-kB luciferase reporter, 16 h | inhibition, % at 4 µM | 330,000 tested, 0.33% active; in the data active means inhibition above about 35%
EBI2 antag: EBI2 receptor antagonists, beta-arrestin recruitment, primary screen, cell-based, luminescence, 7a,25-OHC stimulation, uHTS; G-protein coupled receptor 183 (Homo sapiens), P32249; 7a,25-OHC stimulated; inhibition, % at 5 µM; 360,000 tested, 0.81% active; AID 651636, 2012; in the data active means inhibition above about 38%;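 further: enzyme fragment complementation signal reports receptor beta-arrestin coupling in cells; 0% = agonist plus DMSO wells and 100% = wells without agonist; some results beyond the cut were filed as inactive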
Target sequence (P32249 whole entry, looked up, the tested form may be a part): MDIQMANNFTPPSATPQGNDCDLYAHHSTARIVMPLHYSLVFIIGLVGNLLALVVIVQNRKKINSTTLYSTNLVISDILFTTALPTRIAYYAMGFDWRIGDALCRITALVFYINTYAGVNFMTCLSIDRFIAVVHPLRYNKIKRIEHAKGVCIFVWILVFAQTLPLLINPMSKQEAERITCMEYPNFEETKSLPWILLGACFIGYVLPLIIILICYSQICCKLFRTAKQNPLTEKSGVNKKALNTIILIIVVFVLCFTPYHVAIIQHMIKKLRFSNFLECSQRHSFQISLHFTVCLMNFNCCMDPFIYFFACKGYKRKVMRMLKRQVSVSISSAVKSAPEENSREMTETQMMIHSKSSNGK
Apaf-1 inh: inhibitors of human Apaf-1 apoptosome, primary screen, biochemical, DEVD-Rh110 fluorescence, uHTS; 330,000 tested, 0.71% active; inhibition, % at 20 µM; reconstituted apoptosome caspase-3 activity; Apoptotic protease-activating factor 1 (Homo sapiens), O14727; AID 489030, 2010; active means inhibition of at least 40% at 20 µM;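 further: plate controls were DMSO wells for no effect and DEVD-CHO caspase inhibitor wells for full effect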
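Material: reconstituted apoptosome with Apaf-1, cytochrome c, caspase-9, procaspase-3, dATP / Buffer or medium: pH 7.5 Hepes buffer with CHAPS, BSA, DTT / Also added: cytochrome c with DEVD-Rh110 / Schedule: compound with Apaf-1, dATP, procaspase-3 30 min, then 50 min reaction, room temperature / Technique: rhodamine 110 fluorescence at Ex 480/Em 540 nm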
The depositor's hits bear a star. Unless noted, no stated cut-off is given here; in the data, active means inhibition above about 50%; inactive means the rest. An excerpt, so the mix of outcomes need not match the whole.

Values run as follows: UBC13 polyUb | SENP8 block | CCR6 antag | Jurkat NFkB inh | Gli-Sufu antag | 697 NFkB inh | EBI2 antag | Apaf-1 inh
COc1ccc(C2CC(=O)Nc3cc(OC)c(OC)cc32)cc1Br (stereo not drawn)
  6.6 | 2.7 | 9.6 | -9.4 | 9.3 | 4.7 | -8.0 | -6.0
COc1ccc(N2CCN(C(=O)CCN3C(=O)c4ccccc4S3(=O)=O)CC2)cc1
  -8.2 | -4.9 | -6.0 | -10.1 | 4.1 | -24.8 | 1.9 | -0.3
CSc1nc(N)nc(N(C)C)n1
  -4.2 | -4.7 | 4.0 | 8.1 | 2.0 | 12.9 | -16.3 | -0.3
O=C(NC1CCCCC1)C(c1ccccc1F)N(C(=O)c1csnn1)C1CCCC1 (stereo not drawn)
  -3.3 | 1.6 | 21.2 | -9.4 | 10.3 | 13.1 | 7.7 | 8.8
CCN(CC)CCN(C(=O)c1ccc(Br)s1)c1nc2cc3c(cc2s1)OCO3
  0.0 | -0.5 | -1.4 | -6.5 | 7.7 | 3.8 | -4.7 | -3.3
O=C(Nc1ccc(Cn2cccn2)cc1)c1ccc(COc2ccc(Br)cc2)cc1
  -15.2 | 5.3 | 3.0 | -1.8 | 16.6 | -33.9 | 8.7 | -4.7
CN(C)S(=O)(=O)c1ccc(Cl)c(NC(=O)CN2CCN(c3ccccn3)CC2)c1
  -2.1 | 2.2 | -0.6 | -4.0 | -9.6 | -5.1 | -8.5 | 11.3
COc1cc2nc(CC(C)C)n(NC(=O)c3ccccc3Br)c(=O)c2cc1OC
  0.7 | 0.3 | 13.3 | 0.4 | -4.8 | 19.2 | -25.8 | -2.2
CC[C@H]1OC(=O)[C@H](C)[C@@H](O[C@H]2C[C@@](C)(OC)[C@@H](O)[C@H](C)O2)[C@H](C)[C@@H](O[C@@H]2O[C@H](C)C[C@H](N(C)C)[C@H]2O)[C@](C)(O)C[C@@H](C)CN(C)[C@H](C)[C@@H](O)[C@]1(C)O
  5.8 | 1.1 | -6.0 | 8.4 | 13.6 | 5.6 | -2.6 | -1.2
Cn1c(SCC(=O)Nc2ccc3[nH]c(=O)[nH]c3c2)nnc1-c1ccccc1
  2.7 | 7.5 | 11.1 | 0.1 | 10.0 | 0.1 | -5.3 | -0.7
O=C(NC(=S)Nc1nc(-c2ccccc2)cs1)c1cccs1
  -14.2 | -18.1 | 22.2 | 19.0 | 17.9 | -27.9 | 11.0 | 8.1
O=C(NC(=S)NCCN1CCOCC1)c1cccc(Cl)c1
  -13.3 | -3.7 | -2.1 | -8.2 | -11.7 | -50.0 | -13.2 | 20.0
O=c1cc(N/N=C/c2ccccc2)[nH]c(=O)[nH]1
  -33.2 | 4.2 | 1.7 | -23.0 | -5.7 | -19.7 | -5.9 | 68.2*
O=C(CSc1nc(-c2ccco2)cc(C(F)(F)F)n1)N1CCN(c2cccc(Cl)c2)CC1
  -7.5 | -2.3 | 9.4 | -8.2 | 18.8 | -13.2 | -0.7 | 29.0
COc1cccc2cc(C(=O)Nc3cc(C)cc(C)c3)/c(=N/NS(=O)(=O)c3ccccc3)oc12
  6.2 | 0.0 | 2.6 | 2.2 | 0.9 | 8.3 | 24.7 | -9.9
C/C=C(\C)C(=O)N[C@@H](C)CN1C2=NC[C@H](C(C)C)N2C[C@H]1Cc1ccc(OC)cc1
  -0.3 | -11.0 | 2.0 | 1.0 | 7.7 | 14.2 | -5.3 | 0.8
COc1cc(NC(C)=O)ccc1NC(=O)c1cc2ccccc2o1
  -2.2 | 4.7 | -3.0 | -25.4 | -2.8 | -10.1 | -4.6 | 7.3
COc1ccccc1N1CCN(C(=S)NC(=O)/C=C/c2ccccc2)CC1
  -2.0 | 4.1 | 24.3 | -15.9 | -7.5 | -3.0 | 7.4 | 17.3
CCCCN(C(=O)c1ccc2c(c1)OCCO2)c1c(N)n(CCCC)c(=O)[nH]c1=O
  2.1 | -1.0 | -0.9 | -0.3 | 1.1 | 20.6 | -8.6 | 1.9
c1ccc(-c2nc3ccccc3[nH]2)cc1
  -16.2 | 70.6* | 9.9 | -96.2 | -47.1 | -102.4 | -5.6 | 8.2
Cc1ccc2c(C)c(C(=O)N(Cc3ccncc3)CC3CCCO3)oc2c1C (stereo not drawn)
  -0.8 | -6.1 | 16.2 | 0.6 | 14.1 | -44.3 | 10.2 | 19.1
O=C(COc1ccc([N+](=O)[O-])cc1)Nc1ccc(C(=O)NCc2cccnc2)cc1
  2.2 | 2.7 | 6.4 | -2.6 | 13.6 | 22.7 | 2.5 | 4.4
CC(OC(=O)c1cc2sccc2n1C)C(=O)NCc1ccco1 (stereo not drawn)
  -5.7 | 8.4 | 2.2 | -8.3 | -4.3 | -25.5 | -0.9 | -5.6
COC(=O)c1cc(S(=O)(=O)NCC2CCN(Cc3ccc(Cl)cc3)CC2)cn1C
  -2.3 | -6.2 | 15.5 | 5.6 | 21.7 | -6.7 | -3.7 | 10.2
COC(=O)[C@@H](NC(=O)N1CCC(C)CC1)C(C)C
  3.0 | -0.3 | -3.9 | 15.9 | 3.0 | -5.4 | 2.1 | -14.0
CCN(Cc1nc(-c2ccc(OC)c(OC)c2)no1)C(=O)c1ccoc1C
  -3.7 | 7.0 | 3.2 | -17.4 | -5.9 | 7.6 | 1.0 | -10.2
C(/CCc1ccccc1)=N\n1cnnc1
  -12.1 | 1.5 | 8.4 | -38.5 | 22.4 | -51.7 | -1.7 | 7.0
CC/C(C)=N/NC(=S)NCc1ccco1
  -1.9 | -3.7 | 2.8 | 7.4 | 4.2 | 6.9 | 1.7 | -2.7
O=c1c2ccccc2nc(SCc2nc3ccccc3s2)n1Cc1ccco1
  10.6 | -1.5 | 16.6 | -7.1 | 24.7 | -31.5 | -19.1 | 9.8
O=C(O)C1C2CCC(C2)C1C(=O)Nc1ccc(Cl)c(Cl)c1 (stereo not drawn)
  -11.0 | -5.4 | 3.0 | -11.1 | 9.3 | 17.1 | -3.8 | -6.0

One compound at a time, as listed above. Screens in order: UBC13 polyUb, SENP8 block, CCR6 antag, Jurkat NFkB inh, Gli-Sufu antag, 697 NFkB inh, EBI2 antag, Apaf-1 inh
`CCN(CC)CCN(C(=O)c1ccc(Br)s1)c1nc2cc3c(cc2s1)OCO3` across the screens: 0.0, -0.5, -1.4, -6.5, 7.7, 3.8, -4.7, -3.3
`CC(OC(=O)c1cc2sccc2n1C)C(=O)NCc1ccco1` (stereo not drawn) across the screens: -5.7, 8.4, 2.2, -8.3, -4.3, -25.5, -0.9, -5.6
`COc1ccccc1N1CCN(C(=S)NC(=O)/C=C/c2ccccc2)CC1` across the screens: -2.0, 4.1, 24.3, -15.9, -7.5, -3.0, 7.4, 17.3
`O=c1c2ccccc2nc(SCc2nc3ccccc3s2)n1Cc1ccco1` across the screens: 10.6, -1.5, 16.6, -7.1, 24.7, -31.5, -19.1, 9.8

Following part
Values run as follows: UBC13 polyUb | SENP8 block | CCR6 antag | Jurkat NFkB inh | Gli-Sufu antag | 697 NFkB inh | EBI2 antag | Apaf-1 inh
O=C(Nc1ccon1)Nc1cccc(Cl)c1Cl
  -5.5 | -6.1 | -7.0 | 5.5 | -0.7 | -5.9 | -21.9 | 0.7
COc1cc(OC)cc(OC(=O)C2CCN(C(=O)c3ccc(Cl)cc3)CC2)c1
  25.3 | 9.1 | 4.2 | 1.8 | 3.3 | 1.2 | 18.1 | -1.8
NS(=O)(=O)c1ccc(CCNC(=O)c2cc([N+](=O)[O-])ccc2N2CCOCC2)cc1
  -1.3 | -1.9 | 5.4 | 3.7 | 20.9 | 0.7 | 16.5 | -4.3
COc1cc(/C=N/NC(=O)c2cccc3ccccc23)cc(OC)c1OC
  4.7 | -3.9 | 12.5 | 9.6 | 18.2 | 3.3 | -0.9 | 5.0
Cc1ccc(O)c(Sc2cc(C)ccc2O)c1
  3.2 | -2.2 | 1.9 | 6.2 | -1.6 | -9.2 | 6.3 | 9.6
Cc1nc(-c2ccc(C(=O)O)cc2)cs1
  -2.2 | -6.8 | -7.3 | -1.6 | -6.0 | 6.8 | -6.5 | 3.1
CCN1CCN(c2cc3nc(C)n(Cc4ccccc4)c(=O)c3cc2NC(=O)c2ccccc2F)CC1
  7.5 | -6.5 | 15.9 | -5.6 | 27.0 | 1.0 | -2.1 | 18.1
COc1ccc(/C=N/NC(=O)C2CCN(c3ncc(C(F)(F)F)cc3Cl)CC2)cc1
  -5.5 | 3.5 | 9.9 | -0.6 | 5.6 | -4.3 | 20.3 | -13.0
CCc1ccc(-c2csc(NC(=O)C3CCCO3)c2C(=O)OC(C)C)cc1 (stereo not drawn)
  -4.5 | 0.7 | 21.0 | -34.5 | -2.7 | -98.6 | 1.9 | 22.0
O=C(/C=C/c1ccc2c(c1)OCO2)NCCSCc1ccc(Cl)cc1
  -1.8 | -12.6 | 30.9 | 0.4 | -18.9 | 24.5 | 38.1 | 2.0
COc1ccccc1C(CC(=O)O)c1ccc2c(c1)OCO2 (stereo not drawn)
  -2.7 | -4.0 | -15.4 | 6.7 | -7.2 | -4.2 | -11.0 | 4.4
O=C(c1cc(=O)[nH]c2ccccc12)N1CCN(S(=O)(=O)c2ccc(Cl)cc2)CC1
  13.7 | 8.5 | -2.3 | 16.0 | -1.0 | 31.0 | -20.6 | -7.5
CN(c1ccccc1)S(=O)(=O)c1ccc(C(=O)N2CCc3ccccc3C2)cc1
  0.2 | -5.8 | 21.3 | -8.5 | 24.2 | -0.6 | 13.0 | 12.2
CC(=O)c1cccc(Nc2nc(-c3ccccc3)cs2)c1
  16.5 | -0.9 | 7.8 | -265.2 | -138.8 | -221.5 | 28.2 | 3.3
Cc1cc(C)cc(CN2CCC(Oc3ccc(C(=O)N4CCCC4)cc3)CC2)c1
  -0.3 | 0.1 | 25.9 | -2.5 | 18.6 | -14.7 | 4.0 | 15.7
CCC(=O)NCCc1cc2ccc(C)c(C)c2[nH]c1=O
  -7.0 | -1.8 | 1.5 | -5.0 | -9.6 | -7.4 | -6.1 | 4.9
N#Cc1cn(-c2ccccc2)nc1-c1ccco1
  0.8 | -5.3 | 4.8 | -23.2 | -9.8 | 21.5 | 5.0 | 0.4
Cc1ccc(C(=O)OCC(=O)NC(=O)c2cccn2C)cc1[N+](=O)[O-]
  -1.9 | -1.5 | 6.2 | 9.9 | -0.1 | 29.7 | 2.3 | -21.7
COc1ccc2c(c1OC)C(=O)N1N=C(c3ccccc3)CC21 (stereo not drawn)
  -3.5 | -12.2 | -0.6 | -4.8 | 4.1 | 17.9 | -3.9 | 7.6
CCc1cc(=O)oc2c(C)c(OC(C)C(=O)N3CCC[C@@H]3C(=O)O)ccc12 (stereo partly drawn)
  2.9 | -2.9 | 4.4 | -1.3 | 2.0 | 11.2 | 2.5 | 3.8
Cc1ccc(SCCNC(=O)c2cccc([N+](=O)[O-])c2C)cc1
  5.9 | -4.5 | 3.6 | 5.9 | -11.7 | 7.2 | 13.5 | 3.8
CN(C(=O)CSc1nc2ccccc2c(=O)n1-c1ccccc1Cl)C1CCS(=O)(=O)C1 (stereo not drawn)
  26.0 | 3.6 | 11.7 | -11.3 | 0.6 | 4.7 | 5.4 | -11.4
CN(Cc1ccccc1)C(=O)C1CCN(S(=O)(=O)c2cccc3nsnc23)CC1
  -5.8 | 6.4 | 12.8 | -14.2 | 36.9 | -5.4 | 0.8 | 13.7
